# Source: PubChem BioAssay (several laboratories)
# TLR9-MyD88 inh = inhibitors of TLR9-MyD88 association in cells, primary screen, cell-based, CHO, BLA complementation, fluorescence. Toll-like receptor 9 (Homo sapiens) + Myeloid differentiation primary response protein …. CCF4 FRET ratio. inhibition, % at 4.98 µM. hit rate 0.21% among 340,000;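 active = inhibition above the mean over all tested compounds plus 3 SD, cut at about 21% in these data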;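 note: 0% = DMSO only wells and 100% = clavulanate BLA inhibitor control wells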
# LMP1 NFkB inh = EBV LMP1-driven NF-kappaB luciferase reporter inhibitors, primary screen, cell-based, luminescence, single point | LMP1-induced NF-kappaB luciferase reporter cells | inhibition, % at 12.5 µM | hit rate 0.69% among 350,000 | AID 504558, 2011; in the data active = inhibition above about 41%;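 note: 0% = neutral control wells and 100% = reference inhibitor control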
# NCOA2 inhibitor = inhibition of GAL4-SRC2 driven luciferase reporter, primary screen, SRC2 inhibitor project, cell-based, luminescence; HEK293 GAL4-SRC2 luciferase reporter; hit rate 0.17% among 370,000; inhibition, % at 9 µM; Nuclear receptor coactivator 2 (Homo sapiens), Q15596;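 active = inhibition above the mean inhibition of all tested compounds plus 3 SD, set per campaign, cut at about 52% in these data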;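 note: 0% = DMSO treated cells and 100% = cells given Gossypol at 36 µM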
# SRC1 inh = SRC1 coactivator transcriptional activity inhibitors, primary screen, cell-based, luminescence; HEK293 GAL4-SRC1 luciferase reporter; inhibition, % at 3.6 µM; hit rate 0.12% among 360,000; AID 588354, 2011;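 active = inhibition above the campaign mean plus 3 SD, with each screening campaign given its own cutoff, cut at about 60% in these data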;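 note: 0% = DMSO treated cells and 100% = gossypol at 36 µM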
# Target sequence (Q15788 whole entry, looked up, the tested form may be a part): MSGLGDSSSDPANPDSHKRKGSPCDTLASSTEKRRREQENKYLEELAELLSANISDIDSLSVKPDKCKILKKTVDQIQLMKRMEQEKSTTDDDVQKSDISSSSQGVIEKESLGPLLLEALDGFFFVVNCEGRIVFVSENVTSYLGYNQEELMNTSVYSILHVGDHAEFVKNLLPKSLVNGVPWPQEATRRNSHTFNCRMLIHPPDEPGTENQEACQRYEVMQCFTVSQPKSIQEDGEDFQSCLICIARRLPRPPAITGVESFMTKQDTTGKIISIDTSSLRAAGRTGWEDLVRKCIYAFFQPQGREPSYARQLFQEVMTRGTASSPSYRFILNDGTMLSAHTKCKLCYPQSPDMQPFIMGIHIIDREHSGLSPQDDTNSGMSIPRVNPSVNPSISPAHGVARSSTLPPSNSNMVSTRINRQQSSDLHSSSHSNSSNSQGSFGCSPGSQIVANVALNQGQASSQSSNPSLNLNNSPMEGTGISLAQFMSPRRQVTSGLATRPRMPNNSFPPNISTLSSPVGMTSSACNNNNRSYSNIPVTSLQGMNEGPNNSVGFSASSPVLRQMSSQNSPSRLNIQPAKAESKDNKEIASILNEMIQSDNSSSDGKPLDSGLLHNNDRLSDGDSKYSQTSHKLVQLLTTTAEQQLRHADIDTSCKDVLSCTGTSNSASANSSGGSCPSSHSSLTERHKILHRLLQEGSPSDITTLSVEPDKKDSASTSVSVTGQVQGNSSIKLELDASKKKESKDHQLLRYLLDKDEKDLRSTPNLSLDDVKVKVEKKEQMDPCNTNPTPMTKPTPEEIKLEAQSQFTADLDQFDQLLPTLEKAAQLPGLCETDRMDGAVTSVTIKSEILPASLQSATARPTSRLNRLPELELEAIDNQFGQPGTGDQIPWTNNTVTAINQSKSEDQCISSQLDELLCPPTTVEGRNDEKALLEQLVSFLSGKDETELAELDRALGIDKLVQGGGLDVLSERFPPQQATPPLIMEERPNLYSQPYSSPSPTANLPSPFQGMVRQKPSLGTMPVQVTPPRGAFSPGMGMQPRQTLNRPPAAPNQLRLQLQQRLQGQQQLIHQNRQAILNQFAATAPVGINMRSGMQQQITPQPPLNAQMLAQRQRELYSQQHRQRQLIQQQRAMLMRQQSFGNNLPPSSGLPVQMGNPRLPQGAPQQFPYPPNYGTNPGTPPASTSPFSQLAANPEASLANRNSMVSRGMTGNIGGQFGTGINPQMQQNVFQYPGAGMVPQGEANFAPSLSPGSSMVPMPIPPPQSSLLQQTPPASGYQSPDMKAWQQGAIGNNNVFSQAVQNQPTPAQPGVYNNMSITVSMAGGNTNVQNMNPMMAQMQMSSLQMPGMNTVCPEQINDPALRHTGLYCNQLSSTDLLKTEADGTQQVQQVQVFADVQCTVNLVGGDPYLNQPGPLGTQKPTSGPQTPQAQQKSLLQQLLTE
# LRH-1 inv ag = LRH-1 (NR5A2) inverse agonists, primary screen, cell-based, luminescence, HEK293T, StAR-luciferase reporter. Nuclear receptor subfamily 5 group A member 2 (Homo sapiens), O00482. LRH-1 transfected, 24 h. inhibition, % at 3.6 µM. hit rate 0.13% among 360,000. AID 602396, 2012;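 active = inhibition above the mean inhibition of all tested compounds plus 3 SD, cut at about 73% in these data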;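 note: 0% = DMSO wells and 100% = reporter-only cells lacking LRH-1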
# TWEAK-Fn14 inh = inhibitors of TWEAK-Fn14 signaling, primary screen, luciferase reporter cells, uHTS | TWEAK-stimulated Fn14 reporter cells, luciferase luminescence, 8 h | inhibition, % at 10 µM | hit rate 2% among 360,000 | AID 1159606, 2016; in the data active = inhibition above about 50%
# NOD2-RIPK2 inh = NOD2-RIPK2 binding disruptors in cells, primary screen, fluorescence, CHO cells, BLA complementation. CCF4 ratio. AID 624267, 2012. inhibition, % at 4.98 µM. hit rate 0.38% among 360,000; in the data active = inhibition above about 21%;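 note: 0% = vehicle only and 100% = reference blocker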
# NR2F2 inh = NR2F2 transcriptional activity inhibitors, primary screen, cell-based, luciferase reporter, HEK293T, luminescence | COUP transcription factor 2 (Homo sapiens), P24468 | HEK293T NGFI-A luciferase reporter | inhibition, % at 8.6 µM | hit rate 0.7% among 370,000 | AID 686940, 2013;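 active = inhibition above a per-plate cutoff, mean inhibition of test wells between control levels plus 3 SD, cut at about 38% in these data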;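 note: cells cotransfected with COUP-TFII expression vector driving the NGFI-A reporter; 0% = median of COUP-TF2 test wells and 100% = reporter-only cells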
# TRAIL sens C8 = viability loss with TRAIL in NB7+C8 cells, primary screen, TRAIL sensitizer project, cell-based, ATPlite luminescence; AID 624354, 2012; hit rate 1% among 360,000; inhibition (viability loss, TRAIL sensitization), % at 10 µM;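 active = compounds causing at least 50% loss of cell viability in the single-dose screen, relative to plate controls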
# SRC3 inh = SRC3 coactivator transcriptional activity inhibitors, primary screen, cell-based, luminescence; Nuclear receptor coactivator 3 (Homo sapiens), Q9Y6Q9; HEK293 GAL4-SRC3 luciferase reporter; inhibition, % at 3.6 µM; hit rate 0.17% among 360,000;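 active = inhibition above a per-campaign cutoff, the mean of all compounds plus 3 SD, cut at about 60% in these data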;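 note: 0% = DMSO-treated cells and 100% = gossypol-treated cells at 36 µM; higher means less SRC3-driven luciferase light from the GAL4 reporter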
# TROY NFkB inh = inhibitors of TROY-driven NF-kB signaling, primary screen, Q293 LMP1-TROYcd cells, NF-kB luciferase, uHTS; hit rate 0.98% among 360,000; Q293 LMP1-TROYcd NF-kB luciferase reporter, 4 h; inhibition, % at 10 µM;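 active = compounds whose plate-normalised and pattern-corrected inhibition of the luciferase reporter signal at the single screening dose is 50% or more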
# Numbers without * were called inactive; . = not tested or not shown. Only part of the results is shown. The share of hits here may be higher or lower than overall.
(1) Cc1cc(NC(=O)c2ccc(S(=O)(=O)N3CCCC3)cc2)nc2c1c(=O)oc1ccccc12
(2) CCNC(=O)N1CCCC(C(=O)c2ccc(-c3ccccc3)cc2)C1 (stereo unspecified)
(3) CCO[C@@H]1OC(C(=O)O)=C[C@H](c2ccc3c(c2)OCO3)[C@H]1CCCO
(4) CCc1nc2ccc(C(=O)Nc3ccc(C(=O)N(C)C)cc3)cn2c1N(C)CCCc1ccccc1
(5) CCNC(=O)C1(C)CCCN(CCOc2ccc(Cl)cc2)C1 (stereo unspecified)
(6) C=CCn1c(C)c(C(C)=O)c(N2CCCC2)nc1=S
(7) CCc1ccc(-c2nc(CSCC(=O)NCCCN3CCCC3=O)c(C)o2)cc1
(8) COc1cccc(C2/C(=C(\O)c3ccc4c(c3)OCO4)C(=O)C(=O)N2CCN(C)C)c1OC (stereo unspecified)
Screen / compound no.	1	2	3	4	5	6	7	8
TLR9-MyD88 inh	11	-5	5	.	.	-23	2	7
LMP1 NFkB inh	-2	-4	-6	.	.	-1	3	2
NCOA2 inhibitor	1	-42	5	-9	.	-6	9	-13
SRC1 inh	-14	-13	-19	7	8	-16	6	7
LRH-1 inv ag	3	-35	30	12	6	-13	1	-11
TWEAK-Fn14 inh	-18	-42	7	-8	-5	3	84*	-3
NOD2-RIPK2 inh	-2	7	1	4	-7	-12	-2	3
NR2F2 inh	4	3	-11	6	.	3	25	-10
TRAIL sens C8	55*	-14	-14	-5	-4	-17	-1	-33
SRC3 inh	-2	-29	-2	-3	9	-16	-48	7
TROY NFkB inh	-8	-27	4	8	7	-22	21	-7

(9) Nc1nc(CCl)nc(Nc2ccc3ccccc3c2)n1
(10) Cc1ccc(S(=O)(=O)N2CCC(C(=O)Nc3nnc(COc4ccccc4)s3)CC2)cc1
(11) FC(F)(F)C1=CC(c2ccccc2)=NCCN1
(12) O=C(NC1CCCC1)C(c1ccccc1)N(Cc1ccc(F)cc1)C(=O)c1csnn1 (stereo unspecified)
(13) O=S(=O)(NCc1ccco1)c1ccc(S(=O)(=O)N2CCCCC2)cc1
(14) CCN(CC)C1CCN(C(=O)CCn2nnnc2CN2CCOCC2)C1 (stereo unspecified)
(15) CN(C)C(=O)C12CCC(C)(c3nc4ccccc4nc31)C2(C)C (stereo unspecified)
(16) Cc1ccc2[nH]c(O)c(N=NC(N)=S)c2c1
Screen / compound no.	9	10	11	12	13	14	15	16
TLR9-MyD88 inh	-2	5	-20	6	-10	-2	7	-5
LMP1 NFkB inh	-4	-10	-6	-2	-9	-6	-11	-6
NCOA2 inhibitor	25	-14	-27	-6	.	-6	-2	0
SRC1 inh	-54	-42	4	-83	2	-21	1	-1
LRH-1 inv ag	25	16	4	21	-17	-1	22	14
TWEAK-Fn14 inh	16	16	-6	9	-7	-11	5	-14
NOD2-RIPK2 inh	-4	-23	-6	8	3	3	3	-3
NR2F2 inh	-35	11	6	19	.	2	-23	-10
TRAIL sens C8	95*	7	7	4	-5	8	12	0
SRC3 inh	12	18	-15	-1	-10	-4	5	4
TROY NFkB inh	-27	-8	-29	-4	-15	-28	1	-11

(17) O=C(OCc1nnc(-c2ccccc2)o1)c1cc(=O)c2ccccc2o1
(18) O=C(NC1CCCCC1)C1CCCN1S(=O)(=O)c1ccc(F)cc1 (stereo unspecified)
(19) O=C(NCCc1cccs1)C1CC(c2c(Cl)cccc2Cl)=NO1 (stereo unspecified)
(20) CN1CCN(C(=O)CN2C(=O)NC(C)(c3ccc4ccccc4c3)C2=O)CC1 (stereo unspecified)
(21) CC1(C(=O)NS(=O)(=O)c2ccc(C#N)cc2)CCN1C(=O)Cc1ccsc1 (stereo unspecified)
(22) Cc1cccc(OCC(=O)O/N=C(\N)Cc2cccs2)c1
(23) Cn1nc(C(F)(F)F)cc1C(=O)Nc1ccc(Cl)cc1
(24) COc1ccc(CC(=O)NCC(c2ccc(OC)cc2)N(C)C)cc1 (stereo unspecified)
Screen / compound no.	17	18	19	20	21	22	23	24
TLR9-MyD88 inh	4	-2	2	3	.	8	5	0
LMP1 NFkB inh	-1	8	24	7	.	-3	-3	2
NCOA2 inhibitor	-32	-5	8	-29	-3	5	-15	-23
SRC1 inh	-22	5	-13	2	-5	-21	5	1
LRH-1 inv ag	-31	-3	-17	-8	-1	-50	-7	-6
TWEAK-Fn14 inh	0	16	45	1	20	-31	3	-8
NOD2-RIPK2 inh	1	1	-6	11	-16	-1	-4	6
NR2F2 inh	9	-3	-24	10	8	-10	-19	-17
TRAIL sens C8	3	22	-6	-6	-7	-23	-5	-3
SRC3 inh	-43	20	-26	3	-13	4	33	9
TROY NFkB inh	-64	78*	-32	-2	7	-39	10	1

# Entries by screen from the list.
# NR2F2 inh, nos. 17 to 22, in order: 9, -3, -24, 10, 8, -10
# SRC1 inh, nos. 17 to 22, in order: -22, 5, -13, 2, -5, -21
# LRH-1 inv ag, nos. 17 to 22, in order: -31, -3, -17, -8, -1, -50

# Later entries.
(25) COc1ccccc1NC(=O)CSCc1cc(=O)n2ccsc2n1
(26) COCCNC(=O)/C(C#N)=C/c1ccc(-c2ccc(S(=O)(=O)N3CCOCC3)cc2)o1
(27) O=C1CC(C(=O)NCc2ccccc2)C2(CCCC2)O1 (stereo unspecified)
(28) NNc1nc2ccccc2nc1C(F)(F)F
(29) Cc1ccc(CSc2nnc(NC(=O)C3=COCCO3)s2)cc1
(30) CCc1ccc(C(=O)C(C)OC(=O)c2nc3nc(C)cc(C)n3n2)cc1 (stereo unspecified)
(31) COc1ccc(NC(=O)c2cc(-c3cc(OC)c(OC)c(OC)c3)nc3ccccc23)cc1OC
(32) CCNC(=S)N1CCc2cc(OC)c(OC)cc2C1COc1ccccc1OC (stereo unspecified)
Screen / compound no.	25	26	27	28	29	30	31	32
TLR9-MyD88 inh	-11	2	2	-12	14	2	-6	-1
LMP1 NFkB inh	-5	-2	1	-1	-7	-3	9	4
NCOA2 inhibitor	-7	2	10	-4	1	12	-1	8
SRC1 inh	6	10	-5	-20	-8	-1	-2	-11
LRH-1 inv ag	6	7	-9	12	4	10	22	-5
TWEAK-Fn14 inh	-18	12	18	0	-7	-3	21	-16
NOD2-RIPK2 inh	16	-4	-2	-6	-2	-2	-5	-8
NR2F2 inh	4	1	-24	3	-5	-2	16	9
TRAIL sens C8	15	8	2	0	-2	14	23	-19
SRC3 inh	14	29	-15	10	-4	0	8	8
TROY NFkB inh	9	9	-9	4	-48	11	-4	8

(33) O=c1c2ccccc2ncn1Cc1ccccc1
(34) O=c1[nH]cnc(O)c1Nc1cccc(Cl)c1
(35) COc1ccccc1/C=N/Nc1cc(N(C)C)nc(N(C)C)n1
(36) Cc1ccc2oc(C(=O)Nc3nnc(CC(C)C)s3)c(C)c2c1
(37) CCCCNC(=O)N1CCc2[nH]c3ccccc3c2C1
(38) O=C(CSc1nnc(CNC(=O)c2ccccc2F)o1)NCC1CCCO1 (stereo unspecified)
(39) CCn1c(CCNC(=O)c2ccc(Cl)cc2)n[nH]c1=S
(40) COc1ccccc1NC(=O)CCSc1nc(C)cs1
Screen / compound no.	33	34	35	36	37	38	39	40
TLR9-MyD88 inh	1	-5	-6	1	1	1	-2	-5
LMP1 NFkB inh	4	4	11	-8	-6	-5	-3	-12
NCOA2 inhibitor	3	14	-16	22	25	-6	-25	12
SRC1 inh	13	-3	2	-10	-9	-1	-5	-21
LRH-1 inv ag	5	-10	19	-6	4	17	-7	2
TWEAK-Fn14 inh	1	-14	-4	-9	5	-3	13	-11
NOD2-RIPK2 inh	5	8	-12	-9	-7	-9	-17	3
NR2F2 inh	-2	6	22	-2	-6	-12	-10	-1
TRAIL sens C8	-2	8	-1	3	-16	-1	34	-18
SRC3 inh	8	2	16	0	-16	5	3	-31
TROY NFkB inh	-5	6	-17	-50	-12	4	-3	-21

(41) c1ccc(Nc2nn[nH]n2)cc1
(42) C=C(C)Cc1c(C)nc(-c2ccccc2)[nH]c1=O
(43) O=C(Nc1ccc(-c2nc3cc(Cl)ccc3c(=O)o2)cc1)c1ccco1
(44) COc1ccc(/C=C2\CCCC3C2=NC(=S)NC3c2ccc(OC)cc2)cc1 (stereo unspecified)
(45) O=C(Cc1ncc(C(F)(F)F)cc1Cl)N1CCN(c2ccc(F)cc2)CC1
(46) O=C(Cn1c(-c2cncs2)nc2ccccc21)NC1CCCC1
(47) COc1ccc(-c2ccc(C(=O)N3CCOCC3)c3occc23)c(C)c1
(48) COc1ccccc1NC(=O)C1CCN(S(=O)(=O)c2ccc3c(c2)NC(=O)CO3)CC1
(49) O=C(CCCCCCCCCCC(=O)NCc1cccnc1)NCc1cccnc1
(50) CCOC(=O)Cc1c(C)nc2c(-c3ccc(Cl)cc3)c(C)[nH]n2c1=O
(51) O=C1CN=C(Nc2ccccc2)N1Cc1cccs1
Screen / compound no.	41	42	43	44	45	46	47	48	49	50	51
TLR9-MyD88 inh	-2	-2	6	-2	5	-1	.	-3	-5	3	-8
LMP1 NFkB inh	-4	-3	-4	14	7	-7	.	-2	-15	12	-5
NCOA2 inhibitor	2	-8	-4	-6	-12	-25	19	-8	33	-9	14
SRC1 inh	-23	9	3	-6	-8	13	2	7	-9	-6	7
LRH-1 inv ag	16	8	10	9	16	3	2	2	-9	5	5
TWEAK-Fn14 inh	-5	-7	-13	-11	7	14	24	-5	16	4	-5
NOD2-RIPK2 inh	-5	0	1	-1	1	-5	-10	6	-7	14	4
NR2F2 inh	-2	-10	-19	-12	-1	6	6	-11	10	-6	16
TRAIL sens C8	1	2	-15	-6	8	-9	-8	1	7	8	6
SRC3 inh	-10	10	7	8	-2	7	14	-15	8	14	0
TROY NFkB inh	0	1	17	-10	-3	9	18	3	4	-8	-10

# Part of the list above, with two lines to a compound:
# Order of results – TLR9-MyD88 inh | LMP1 NFkB inh | NCOA2 inhibitor | SRC1 inh | LRH-1 inv ag | TWEAK-Fn14 inh | NOD2-RIPK2 inh | NR2F2 inh | TRAIL sens C8 | SRC3 inh | TROY NFkB inh
42	C=C(C)Cc1c(C)nc(-c2ccccc2)[nH]c1=O
→ -2 | -3 | -8 | 9 | 8 | -7 | 0 | -10 | 2 | 10 | 1
49	O=C(CCCCCCCCCCC(=O)NCc1cccnc1)NCc1cccnc1
→ -5 | -15 | 33 | -9 | -9 | 16 | -7 | 10 | 7 | 8 | 4
50	CCOC(=O)Cc1c(C)nc2c(-c3ccc(Cl)cc3)c(C)[nH]n2c1=O
→ 3 | 12 | -9 | -6 | 5 | 4 | 14 | -6 | 8 | 14 | -8
48	COc1ccccc1NC(=O)C1CCN(S(=O)(=O)c2ccc3c(c2)NC(=O)CO3)CC1
→ -3 | -2 | -8 | 7 | 2 | -5 | 6 | -11 | 1 | -15 | 3
